Screens deposited in PubChem BioAssay by The Scripps Research Institute Molecular Screening Center.
TTR transcr act: TTR transcription activation, primary screen. activation, % at 16.7 µM. 92,000 tested, 1.3% active. SH-SY5Y TTR promoter Gaussia luciferase, luminescence; 100% = recombinant luciferase protein wells;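 active = activation above the mean of all tested compounds plus 3 SD, cut at about 9.5% in these data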;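 also: cells exposed to compounds for one day before reading; 0% = median of all test compound wells on the plate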
The depositor's hits bear a star.

TTR transcr act	molecule
-2.0	COc1ccccc1N1CCN(C(=S)Nc2ccc(S(=O)(=O)N3CCOCC3)cc2)CC1
1.8	C[C@H](O)[C@@H]1CN2CCc3c([nH]c4ccccc34)[C@@H]2C[C@@H]1N(C)C(=S)NCCc1ccccc1
-0.3	O=S1(=O)c2c(cccc2N2CCC[C@@H]2CO)O[C@@H]2CCN1C2
0.1	CCCCCC(=O)Nc1ccc(N2CCN(S(C)(=O)=O)CC2)cc1
-0.6	COc1ccc(N(C(C)C(=O)N/N=C/c2cccnc2)S(C)(=O)=O)cc1 (stereo not drawn)
6.6	CCn1c(C(=O)NC(C)c2ccc3c(c2)OCCO3)cc2sccc21 (stereo not drawn)
-0.2	O=C(Nc1ccc2c(c1)OCCO2)Nc1ccc2c(c1)OCO2
2.2	CC1CCCN(c2ccc(N)cc2C(N)=O)C1 (stereo not drawn)
0.4	CCCOC(=O)NC1C(NC(=O)OCCC)N(C)C(=O)N1C (stereo not drawn)
-0.1	Cc1ccc(C(=O)NN2C(=O)C3C4C=CC(C5CC45)C3C2=O)cc1 (stereo not drawn)
2.1	CC(CCCN1CCCC1)Nc1ccnc2cc(Cl)ccc12 (stereo not drawn)
-1.7	Cc1ccc(Cl)cc1N(Cc1ccc(C(=O)NCc2cccnc2)cc1)S(=O)(=O)c1ccccc1

Three entries from above, ordered by length of the SMILES, largest number first.
TTR transcr act	molecule
-2.0	COc1ccccc1N1CCN(C(=S)Nc2ccc(S(=O)(=O)N3CCOCC3)cc2)CC1
6.6	CCn1c(C(=O)NC(C)c2ccc3c(c2)OCCO3)cc2sccc21 (stereo not drawn)
2.1	CC(CCCN1CCCC1)Nc1ccnc2cc(Cl)ccc12 (stereo not drawn)

More records.
TTR transcr act	molecule
-0.7	O=S(=O)(c1cc(O)ccc1O)c1cccc2c(S(=O)(=O)c3cc(O)ccc3O)cccc12
-0.7	O=C(CN1C(=O)NC2(CCCC2)C1=O)Nc1ccccc1N1CCCC1
3.3	Cc1ccnc(Nc2ccc(CCO)cc2)n1
0.5	CC(C)CN1C(=O)c2ccc(C(=O)NCc3ccc4c(c3)OCO4)cc2C1=O
1.3	CCCCC(=O)N[C@H]1CC[C@@]23CCCN2C(=O)CCC[C@H]3[C@H]1CCC
-2.1	CN(C)CCNC(=O)C(c1ccccc1)c1ccccc1
-1.7	CC(Oc1ccccc1)C(=O)N=C1SC2CS(=O)(=O)CC2N1c1ccc(F)cc1 (stereo not drawn)
0.0	Cc1c(/C=N/NC(=O)C(NC(=O)c2ccc3c(c2)OCO3)C(C)C)c2ccccc2n1C (stereo not drawn)
0.0	CCCCC1CCC(C(=O)NCc2ccc3c(c2)OCO3)CC1 (stereo not drawn)
0.0	COc1ccccc1NC(=O)CSc1nnc(C)n1CC1CCCO1 (stereo not drawn)
-1.6	N#Cc1cnn(-c2ccccc2)c1NC(=O)CN1CCOCC1
-0.4	COC(C(=O)Nc1c(F)cccc1F)c1ccccc1 (stereo not drawn)
0.6	COc1ccc(NS(=O)(=O)c2cccc(C(=O)OCC(=O)NC3CC3)c2)cc1
-0.4	O=C(Oc1ccccc1)n1c(=S)oc2ccccc21
1.0	NC(=O)c1oc2ccccc2c1NC(=O)C1CCCCC1
1.1	CCN(Cc1ccncc1)C(=O)c1ccc(C)c(S(=O)(=O)N2CCCCC2)c1
0.8	COC(=O)[C@]12C[C@H](CC(=O)NCC34CC5CC(CC(C5)C3)C4)C(=O)N(Cc3cccc4ccccc34)C1=C[C@H](COCc1ccccc1)O[C@@H]2C
-1.7	O=C(C1COc2ccccc2O1)N1CCN(c2ccccc2)CC1 (stereo not drawn)
4.4	CN(CCO)c1c2c(nc3cc(-c4cccc(F)c4)nn13)CCCC2
1.6	COc1cc(C(=O)O/N=C2\C=CC(=O)C=C2C)cc(OC)c1OC
-0.5	COCCCNc1nc(-c2ccncc2)nc2ccccc12
-1.3	CC1SCC(=O)N(CC(=O)Nc2ccc3c(c2)OCCO3)C1=O (stereo not drawn)
-0.3	CCOc1ccc(NC(=O)C2CCN(C(=O)NC3CCCCC3)CC2)cc1
-1.3	CCNC(=O)c1cc2c(c(-c3cccc(-c4cncnc4)c3)n1)[C@@H](CCO)N(C(C)=O)C2
-0.8	O=C(Nc1nnc(SCc2ccccc2)s1)c1cccc([N+](=O)[O-])c1
0.2	Fc1cccc(Cl)c1/C=N/Nc1c(Cl)cncc1Cl
0.6	CN(C(=O)c1ccc(NC(=O)Cc2ccc(NC(=O)C3CCN(C(=O)C4CCCCC4)CC3)cc2)cc1)C1CCCC1
-1.6	CC(=O)Nc1ccc(NC(=O)C2CCCN(c3nnc(-n4cccc4)s3)C2)cc1 (stereo not drawn)
2.1	N=C1CCCC1C(=S)SCCC(N)=O (stereo not drawn)
0.8	COc1ccc(-c2cc(C(F)(F)F)nc(N3CCCCC3)n2)cc1OC
2.1	Cc1cc(OC(=O)c2ccc(S(=O)(=O)N3CCOCC3)cc2)c([N+](=O)[O-])c(=O)[nH]1
8.3	COc1cccc(CN2CCN(S(=O)(=O)c3ccc(Br)cc3)CC2)c1
-1.3	CCOC(=O)c1[nH]c2cc(OC)c(OC)cc2c1NC(=O)CN(C)C1CCCCC1
-4.8	Cc1ccc(C(=O)Nc2ccc3c(c2)CCC3)cc1S(=O)(=O)N1CCOCC1
-0.7	Cc1oc2c(C)c3oc(=O)c(CCC(=O)NCCCN4CCOCC4)c(C)c3cc2c1C
0.7	CC(C)CC(c1nnnn1CC1CCCO1)N1CCN(c2nc3ccccc3s2)CC1 (stereo not drawn)
1.8	CCCCCc1ccc(-c2cn(CN3C(=O)c4ccccc4C3=O)nn2)cc1
0.8	O=C(NCCc1ccccn1)c1ccc(COc2ccccc2)o1
0.5	CSc1ccc(CN2CCC(C)(Oc3ccc(CC#N)cc3)C2)cc1 (stereo not drawn)
0.4	Cc1nnc(SCC(=O)Nc2cccnc2Cl)s1
4.0	COC(=O)c1ccc(C23CC4(C2)[C@H](CN(Cc2ccc(-c5ccccc5)cc2)[C@@H]4c2ccccc2)C3c2ccc(C(F)(F)F)cc2)cc1 (stereo partly drawn)
-1.1	COC(=O)c1ccc(C2Nc3cccc4cccc(c34)N2)cc1
0.3	CN(C)C(=O)CC12CC3CC(C1)CC(CC(=O)N(C)C)(C3)C2
0.2	COc1ccc(N2CCN(C(=O)c3cn(C)c4ccc(S(=O)(=O)N5CCOCC5)cc4c3=O)CC2)cc1
-3.1	CC1CC1C(=O)Nc1nc(-c2ccc(Cl)s2)cs1 (stereo not drawn)
-2.1	Cc1ccc(CN2CCN(Cc3cccc(OCCO)c3)CC2CCO)o1 (stereo not drawn)
-0.2	Cn1cc(S(=O)(=O)N2CCOCC2)cc1C(=O)O
0.1	Oc1ccccc1-c1nnc2n1CCCCC2
0.8	O=C(Nc1nnc(SCc2c(Cl)cccc2Cl)s1)c1cccc([N+](=O)[O-])c1
-1.4	COCCSc1ccccc1C(=O)NCCc1ccccc1
0.8	O=C(N/N=C/c1cc2c(cc1Br)OCO2)C1COc2ccccc2O1 (stereo not drawn)
-0.9	O=C(CSC(=S)N1CCOCC1)Nc1nc(-c2ccccc2)c(-c2ccccc2)o1
-1.4	CCN(c1ccccc1)S(=O)(=O)c1cc(NC(=O)Nc2ccccc2C#N)ccc1Cl
2.6	CCOC(=O)CC1=NN(c2ccccc2)C(=O)C1=c1sc(=C2SC(C)=C(C)N2CC)c(=O)n1CC
0.1	Cc1cn(CC(=O)NCc2ccc(N(C)C)cc2)c(=O)[nH]c1=O
-1.4	CC(C)(C)C1CCc2c(sc3nc(SCC(=O)O)nc(N)c23)C1 (stereo not drawn)
-1.9	Cc1ccc(C)c(NC(=S)NNC(=O)c2csc3c2CCC(C)C3)c1 (stereo not drawn)
-0.1	O=C(Nc1cccnc1)c1ccc(N2CCOCC2)c([N+](=O)[O-])c1
-0.5	CC(=O)Nc1cc2c3c(c1)CCN3C(=O)CC2
0.1	CCc1sc(N(C(=O)Cc2ccccc2)c2ccccc2F)nc1-c1ccc(C)cc1

Next compounds follow.
TTR transcr act	molecule
0.5	CC(C)(C)c1ccc(C(=O)NCC(=O)NCC(C)(C)N2CCOCC2)cc1
-0.3	CC(C)Oc1ccccc1/C=N/Nc1ccccc1[N+](=O)[O-]
-0.1	CC(=O)c1cnc(SCCN2C(=O)c3ccccc3C2=O)nc1C
1.6	COC(=O)CC1C(=O)NCCN1C(=S)Nc1cccc(C)c1 (stereo not drawn)
-6.0	CC1CCN(c2ccc3c(c2)S(=O)(=O)c2cccc(C(=O)NCc4cccc(F)c4)c2C3=O)CC1
4.1	CCN(CC)C(=O)Sc1cccc2cccnc12
-0.2	Cc1ccc(S(=O)(=O)N(C)c2ccc(C(=O)N3CCc4ccccc4C3)cc2)cc1
-0.3	O=C(Cc1ccccc1)N/N=C/c1cccc([N+](=O)[O-])c1
-0.1	COc1ccc(C(=O)CCc2nc3ccccc3s2)cc1
0.0	CC(C)c1cccc(C(C)C)c1NC(=O)CCl
1.9	CCCn1c(=O)c2c(c3ccccc31)OCC(=O)N2
1.2	Cc1ccccc1C(=O)NC1CCSC1=O (stereo not drawn)
-0.3	COc1ccc(CCNC(=O)COc2cc(=O)n(C)c3ccccc23)cc1OC
2.0	COCCCN(C(=S)Nc1cc(Cl)cc(Cl)c1)C(C)c1ccncc1 (stereo not drawn)
-1.5	CC(=O)NC(Cc1ccccc1)P(=O)(O)O (stereo not drawn)
-6.1	Cc1cc(C)c2nc(C)cc(N/N=C/c3ccc(O)cc3)c2c1
-2.3	CCc1ccc(CCC(=O)Nc2ncc(Cc3ccccc3Cl)s2)o1
-0.8	CC1CCN(C(=O)Cn2nc(C(F)(F)F)c3c2CCCC3)CC1
-3.3	CC(=O)NNC(=O)CSc1nnc(-c2ccccc2)c(-c2ccccc2)n1
0.6	CC1CN(c2ccc(Oc3ccccc3)cc2)c2nc3c(c(=O)[nH]c(=O)n3C)n2C1 (stereo not drawn)
-1.6	Cc1cc(C2=CC(=O)C[C@H](c3ccc(F)cc3)C2)ccc1F
0.7	O=C(CC[C@H]1O[C@@H](n2ccc(=O)[nH]c2=O)[C@H](O)[C@@H]1O)N[C@H](Cc1ccccc1)C(=O)NC1CCCCC1
0.2	COc1nc(N(C)C)nc(N(C)c2cc(Cl)cc(Cl)c2)n1
0.5	COc1cccc(C(=O)Nc2cc3c(cc2N2CCCC2)n(C)c(=O)n3C)c1

2 entries drawn at random from those above:
TTR transcr act	molecule
-2.3	CCc1ccc(CCC(=O)Nc2ncc(Cc3ccccc3Cl)s2)o1
2.0	COCCCN(C(=S)Nc1cc(Cl)cc(Cl)c1)C(C)c1ccncc1 (stereo not drawn)

More entries
TTR transcr act	molecule
-3.8	COc1cc(/C=N/NC(N)=S)cc(Br)c1OCc1ccccc1F
-0.9	O=[N+]([O-])c1ccccc1S(=O)(=O)Nc1cccnc1
-1.1	CCOC(=O)/C(C#N)=C/c1cccc(C)c1
3.2	OCCCn1c(C(CO)Nc2nc(-c3ccc(Cl)cc3)cs2)nc2ccccc21 (stereo not drawn)
-1.8	COc1ccc(-n2ccnc2CN2CCCC(CO)(Cc3cccc(OC)c3)C2)cc1 (stereo not drawn)
-1.7	CCOc1cc(C#N)c(NC(=O)c2cccnc2)cc1OCC
-8.3	Cc1cccc(NC(=O)c2nc[nH]c2C(=O)N[C@H](C)c2ccccc2)c1
-1.5	CCCCN1CCC(CN2C(=O)C(=O)NC[C@@H]2Cc2ccccc2)CC1
0.3	Nc1ccc(C(=O)OCc2nc3ccccc3s2)cc1
0.2	COc1ccc(NC(C)C(=O)Nc2ccc(C#N)cc2)cc1Cl (stereo not drawn)
4.3	Cc1cc(C)cc(NC(=S)NC2CC3CCCC(C2)N3C2CCCC2)c1 (stereo not drawn)
-1.3	Cn1c(SCC(=O)NC2CC2)nnc1-c1ccccc1

In the list so far, 2 have a tert-butyl group.
TTR transcr act	molecule
-1.4	CC(C)(C)C1CCc2c(sc3nc(SCC(=O)O)nc(N)c23)C1 (stereo not drawn)
0.5	CC(C)(C)c1ccc(C(=O)NCC(=O)NCC(C)(C)N2CCOCC2)cc1

As a working copy, part of the list above:
TTR transcr act	molecule
0.3	Nc1ccc(C(=O)OCc2nc3ccccc3s2)cc1
0.2	COc1ccc(NC(C)C(=O)Nc2ccc(C#N)cc2)cc1Cl (stereo not drawn)
4.3	Cc1cc(C)cc(NC(=S)NC2CC3CCCC(C2)N3C2CCCC2)c1 (stereo not drawn)

Continuation.
TTR transcr act	molecule
-2.1	O=C(c1ccccc1)c1nc2ccccc2n(CCCn2c(=O)c(C(=O)c3ccccc3)nc3ccccc32)c1=O
1.6	COc1ccc(S(=O)(=O)N[C@H](C(=O)N2CC[C@@]3(O)CCCC[C@H]3C2)c2ccccc2)cc1
-3.8	CC(C)=CCOc1ccc([C@@H]2COc3c(ccc4c3C=CC(C)(C)O4)C2)c(O)c1
0.9	CN(C)c1nc(C(F)(F)F)cc(=O)[nH]1
7.3	CCOC(=O)C1=C(C)NC(=S)NC1C (stereo not drawn)
-1.6	O=C(c1ccc(F)cc1)N1CCC(C(=O)N2CCN(c3ncccn3)CC2)CC1
-0.1	Nc1nc(-c2ccc3c(c2)OCCO3)c(CC(=O)O)s1
0.7	CC(CC(=O)NCc1ccccc1)C1CCCO1 (stereo not drawn)
-0.7	O=C1C(C=Nc2ccccc2)=C(O)c2ccccc21
-1.1	C#CCOCCOCCOCCNc1nc(N2CCN(C(=O)Cn3cc(CCCCN)nn3)CC2)nc(N2CCN(C(=O)[C@H]([C@@H](C)CC)n3cc(CCCN=C(N)N)nn3)CC2)n1
4.7	COc1ccccc1N1CCN(C2CC(=O)N(c3ccc(F)cc3)C2=O)CC1 (stereo not drawn)
2.7	CC(C)C(=O)OCC(=O)Nc1ccc2c(c1)CCC2
-0.7	C/C(CCc1ccccc1)=N\NC(=O)c1ccccc1
16.1*	Cc1ccccc1NCC(=O)N/N=C/c1ccc[nH]1
2.2	COCCN1Cc2cccc(C(=O)Nc3cc(OC)ccc3OC)c2C1=O

An excerpt; rates above refer to the full screens.
